M18AAP inhibitor = PfM18AAP inhibitors, malaria aminopeptidase, primary screen, biochemical, QFRET, recombinant enzyme; H-Glu-NHMec fluorogenic cleavage; inhibition, % at 7.35 µM; hit rate 1.2% among 290,000; AID 1822, 2009;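 active = inhibition above the campaign mean inhibition over all tested compounds plus 3 SD, cut at about 28% in these data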;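 note: 0% = plate median of test compound wells and 100% = 2 mM ZnCl2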
GPR7 antagonist = GPR7 receptor antagonists, primary screen, cell-based, fluorescence, single concentration; inhibition, % at 4.4 µM; GPR7-expressing cells, fluorescence antagonist assay; hit rate 1.1% among 290,000; in the data active = inhibition above about 16%, passing the limit was not always enough;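 note: cells stimulated with the agonist NPW; 0% = agonist with vehicle and 100% = vehicle without agonist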
PHOSPHO1 block = PubChem AID 1565 | Phosphoethanolamine/phosphocholine phosphatase (Homo sapiens), Q8TCT1 | recombinant PHOSPHO1, absorbance phosphatase assay | inhibition, % at 13.3 µM | hit rate 1.1% among 290,000; in the data active = inhibition above about 60%
pCIP destab = p/CIP-EGFP fusion destabilizers, primary screen, fluorescence, F442A cells. 16 h. decrease of EGFP signal, % at 10 µM. hit rate 0.01% among 290,000. Q05BA5;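 active = EGFP signal decrease of at least 30% at 10 µM or well 3 SD below plate mean, unless failing retest; inactive = the rest, including hits failing retest or dose response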; note: some compounds called inactive have numbers as strong as hits; many of its hits are not listed in these tables
Target sequence (Q05BA5 1-1403): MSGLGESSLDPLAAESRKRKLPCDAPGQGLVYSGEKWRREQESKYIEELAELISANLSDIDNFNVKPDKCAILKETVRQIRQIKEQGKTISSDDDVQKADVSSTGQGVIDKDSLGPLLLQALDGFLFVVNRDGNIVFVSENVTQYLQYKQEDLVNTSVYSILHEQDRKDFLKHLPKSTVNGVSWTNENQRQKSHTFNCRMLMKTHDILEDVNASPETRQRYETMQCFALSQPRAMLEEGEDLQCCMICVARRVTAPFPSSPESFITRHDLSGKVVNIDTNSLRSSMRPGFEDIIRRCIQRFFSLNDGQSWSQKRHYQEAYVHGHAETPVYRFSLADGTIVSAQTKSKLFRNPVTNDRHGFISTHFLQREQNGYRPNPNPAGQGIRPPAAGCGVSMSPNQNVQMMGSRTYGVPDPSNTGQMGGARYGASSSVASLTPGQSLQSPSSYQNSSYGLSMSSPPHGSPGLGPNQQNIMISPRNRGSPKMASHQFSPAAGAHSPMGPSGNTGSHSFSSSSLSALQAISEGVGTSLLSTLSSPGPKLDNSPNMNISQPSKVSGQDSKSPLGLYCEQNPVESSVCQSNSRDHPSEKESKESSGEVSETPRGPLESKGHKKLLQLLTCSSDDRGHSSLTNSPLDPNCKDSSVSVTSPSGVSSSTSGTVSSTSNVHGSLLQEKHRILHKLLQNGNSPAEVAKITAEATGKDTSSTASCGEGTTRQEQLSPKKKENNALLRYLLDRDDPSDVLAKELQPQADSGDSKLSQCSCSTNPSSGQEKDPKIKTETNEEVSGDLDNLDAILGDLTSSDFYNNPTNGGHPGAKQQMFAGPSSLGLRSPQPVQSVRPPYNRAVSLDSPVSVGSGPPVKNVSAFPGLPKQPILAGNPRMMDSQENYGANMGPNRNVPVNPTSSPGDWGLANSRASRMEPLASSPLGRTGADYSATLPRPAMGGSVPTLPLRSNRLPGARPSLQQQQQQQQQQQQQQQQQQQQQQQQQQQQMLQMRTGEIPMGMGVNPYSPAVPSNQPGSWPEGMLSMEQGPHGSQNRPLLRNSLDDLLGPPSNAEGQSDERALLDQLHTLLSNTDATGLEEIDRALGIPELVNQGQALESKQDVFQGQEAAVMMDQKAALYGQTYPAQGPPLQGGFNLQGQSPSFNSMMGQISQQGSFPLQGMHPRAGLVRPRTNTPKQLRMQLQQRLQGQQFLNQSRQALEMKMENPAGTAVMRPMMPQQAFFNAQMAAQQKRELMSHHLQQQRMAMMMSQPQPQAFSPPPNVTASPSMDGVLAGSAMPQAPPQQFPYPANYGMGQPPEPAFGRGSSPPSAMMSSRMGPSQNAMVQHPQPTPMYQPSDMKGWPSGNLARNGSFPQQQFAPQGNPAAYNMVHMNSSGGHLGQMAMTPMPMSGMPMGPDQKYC
IMP-1 inh = IMP-1 metallo-beta-lactamase inhibitors, primary screen, biochemical, epi-absorbance readout, Pseudomonas aeruginosa enzyme; metallo-beta-lactamase IMP-1 (Pseudomonas aeruginosa); purified IMP-1, nitrocefin hydrolysis, epi-absorbance fluorescence; inhibition, % at 5.6 µM; hit rate 0.45% among 290,000;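 active = inhibition above the mean plus 3 SD of all compounds in the same screening run, cut at about 4.5% in these data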;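 note: 0% = IMP-1 with DMSO and 100% = DMSO wells lacking enzyme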
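System: purified IMP-1 / Input: IMP-1 dispensed at 0.2 nM / Medium: 50 mM HEPES pH 7.1, 50 µM ZnSO4, 0.05% Brij 35 / Timing: 15 min enzyme–compound preincubation, then 25 min nitrocefin reaction, 25 °C / Technique: plate fluorescence quenching by hydrolysis product, ex 480/em 530 nm / Repeats: singlicate testing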
IDE inh = human IDE inhibitors in live cells, primary screen, fluorescence polarization, HEK cells, FAbetaB substrate; Insulin-degrading enzyme (Homo sapiens), P14735; FAbetaB cleavage; inhibition, % at 5.59 µM; hit rate 0.41% among 320,000;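 active = percent inhibition above the average of all tested compounds plus 3 SD, set per screening campaign, cut at about 16% in these data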;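 note: IDE supplied by intact live HEK cells; FP after avidin binding of uncleaved biotin substrate so inhibition keeps polarization high; 0% = DMSO wells and 100% = 60 µM reference IDE inhibitor Ii1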
NALP1 yeast inh = NALP1 inflammasome inhibitors in reconstituted yeast, colorimetric, S. cerevisiae, triplicate retest; AID 2071, 2009; hit rate 0.61% among 280,000; inhibition, % at 10 µM; S. cerevisiae NALP1/ASC/caspase-1 growth, X-gal OD620, 72 h; in the data active = inhibition mostly above about 24%, no sharp cut-off; inactive = mostly below about 32%; note: some compounds called inactive have numbers as strong as hits
IDE act = human IDE activators in live cells, primary screen, fluorescence polarization, HEK cells, FAbeta-B substrate | Insulin-degrading enzyme (Homo sapiens), P14735 | FAbeta-B cleavage; 0% vehicle, 100% cell-free pure enzyme wells | activation, % at 5.96 µM | hit rate 0.073% among 340,000 | AID 493087, 2011;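 active = activation above the mean of all tested compounds plus 3 SD, set per screening campaign, cut at about 17% in these data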
VIM-2 inh = VIM-2 metallo-beta-lactamase inhibitors, primary screen, biochemical, epi-absorbance readout, Pseudomonas aeruginosa enzyme. inhibition, % at 5.6 µM. AID 1527, 2009. hit rate 0.89% among 290,000. purified VIM-2, nitrocefin hydrolysis, epi-absorbance fluorescence;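 active = inhibition above the mean of all tested compounds plus 3 SD, cutoff set per screening run, cut at about 7.5% in these data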;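 note: red hydrolysis product quenches plate fluorescence so inhibitors raise well fluorescence; 0% = enzyme with DMSO and 100% = DMSO without enzyme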
* = called active by the depositor; · = not tested or not shown.

NALP1 yeast inh	IMP-1 inh	M18AAP inhibitor	pCIP destab	GPR7 antagonist	mol	IDE act	PHOSPHO1 block	VIM-2 inh	IDE inh
7.3	-2.7	3.1	-7.4	-13.8	O=C(CSc1nnc(-c2cccnc2)n1Cc1ccccc1)NCc1ccco1	-1.4	29.3	-0.5	2.5
-10.4	-3.1	0.9	-2.3	-8.8	COC(=O)c1cccc(S(=O)(=O)N(Cc2ccco2)Cc2cc3cc(OC)c(OC)cc3[nH]c2=O)c1	4.6	16.2	-2.1	-0.7
3.2	-2.2	-5.7	15.9	-2.0	CCCCC1(C)OC(=O)C(=Cc2c[nH]c3ccccc23)C(=O)O1 (configuration not stated)	-9.2	-24.8	-1.7	6.1
16.3	-0.3	8.2	-0.5	3.8	O=C(c1ccccc1)c1cc2ccc(O)cc2oc1=O	-0.4	28.4	1.2	-3.6
15.6	-2.5	-2.3	-1.1	-12.5	C[N+]12CCC(CC1)C(OC(=O)C(O)(c1ccccc1)c1ccccc1)C2 (configuration not stated)	5.4	6.0	0.9	3.6
22.8	-1.5	-14.2	-15.1	-7.4	O=C(CSc1nc2ccc([N+](=O)[O-])cc2s1)c1ccc2ccccc2c1	-0.6	20.3	-1.8	·
1.9	-0.8	-3.0	-1.1	-9.1	COc1cccc(OCC(O)CN2CCN(c3ncccn3)CC2)c1 (configuration not stated)	1.9	-6.2	-1.5	2.9
-9.6	·	·	-15.3	·	CC1CCCC(C)N1C(=O)Cn1c(=O)sc2ccccc21 (configuration not stated)	-2.0	2.1	·	-0.2
5.7	-3.9	-9.7	-2.7	-12.3	CCc1noc(C)c1C(=O)N1CCCC(N2CCN(c3ccccc3F)CC2)C1 (configuration not stated)	-0.5	23.3	-3.0	0.8
32.2	-2.4	6.1	-3.1	-4.2	CCn1c(SC)nnc1-c1sc2cc(Cl)ccc2c1Cl	2.5	-17.6	1.9	-2.4
-6.5	-2.5	-3.4	-0.7	3.8	Cc1ccc(S(=O)(=O)O/N=C2\CCCc3ccccc32)cc1	1.5	12.8	-2.5	-5.0
6.7	-5.4	-1.6	1.2	-0.7	CC(C)(C)OC(=O)N1CCC(c2c(C(=O)N3CCN(C(=O)c4ccco4)CC3)cnn2-c2cccc(Cl)c2)CC1	1.5	32.4	-1.8	7.0
14.6	-2.5	-8.2	-11.9	-1.8	CCOc1cccc(C(=O)NNC(=O)C2C3C=CC(C3)C2C(=O)O)c1 (configuration not stated)	2.8	27.0	-3.2	-0.9
4.4	-3.6	2.5	-1.4	12.1	Cc1cc(C)cc(N2C(N)=NC(N)=NC2c2cccc(Cl)c2)c1 (configuration not stated)	-3.3	38.1	-7.3	2.5
26.3	-0.9	23.1	-4.1	-19.2	Cc1cc(C)c2sc(NNC(=O)c3ccc(S(=O)(=O)N4CCc5ccccc5C4)cc3)nc2c1	-3.1	1.3	-3.0	-0.1
11.5	-2.8	-6.2	-17.7	-5.0	C=C(C)CN1C(=O)C(O)(CC(=O)c2ccc3c(c2)OCCO3)c2ccccc21 (configuration not stated)	-1.3	6.8	-1.5	5.0
-26.0	-2.8	3.4	-9.2	4.3	Cc1ccc(Cn2nc(C)c(NC(=O)c3cc(C)no3)c2C)cc1	4.0	-2.3	-0.6	3.4
-0.3	-1.8	-9.7	8.3	-5.5	COc1cc(CNC(=O)c2nc(Cn3nc(C)c(Br)c3C)no2)cc(OC)c1	-0.7	12.4	-0.1	1.6
3.6	-0.5	2.9	-9.8	-7.5	COCc1c(C(=O)Nc2ccc(Cl)cc2F)oc2ccccc12	0.1	-29.8	-0.2	-0.9
22.7	-3.4	8.1	0.3	-10.0	CSCCC(NC(=O)c1cccc([N+](=O)[O-])c1)c1nc2ccccc2[nH]1 (configuration not stated)	-6.0	1.8	-1.2	0.0
18.7	-0.3	-3.5	-4.9	4.0	CCC1Sc2ccc(S(=O)(=O)CCC(=O)Nc3ccc(NC(C)=O)cc3)cc2NC1=O (configuration not stated)	-3.1	42.6	-0.7	4.3
12.5	-2.4	-0.4	-20.3	18.7	c1ccc(CCNc2ncnc3ccccc23)cc1	1.5	29.5	-2.6	4.5
-1.7	-2.6	-6.7	-11.2	-7.7	Cn1c(C(=O)N2CCCC(C(=O)c3ccc(C(F)(F)F)cc3)C2)cc(=O)n(C)c1=O (configuration not stated)	0.7	32.3	1.4	4.4
-5.7	-3.6	-1.3	9.0	-9.8	COc1ccc(N(C(=O)CNC(=O)c2cccs2)C(C(=O)NCC2CCCO2)c2ccccc2)cc1OC (configuration not stated)	-1.0	-13.2	-1.0	2.6
23.4	-0.6	-0.6	-7.5	7.0	COc1ccccc1NS(=O)(=O)c1ccc(O)c(C(N)=O)c1	4.4	21.5	-1.7	3.2
8.8	-2.3	-0.5	-2.2	-4.9	COc1ccc(CC(=O)NNS(=O)(=O)c2ccc(F)cc2)cc1	1.1	27.5	-3.5	-1.1
-0.3	-2.3	-2.7	-3.3	1.8	O=C(NCc1nnc(SCC(=O)N2CCCCC2)o1)c1ccc(F)cc1	-3.5	47.5	-4.0	0.8
-1.1	0.1	-2.7	-7.6	1.2	C[C@H](NC(=O)C1CCN(S(=O)(=O)c2ccccc2)CC1)C(=O)NCc1cccc(C(F)(F)F)c1	1.3	20.7	-2.0	-5.8
-13.0	-3.1	2.5	-15.7	0.6	CC1CN(C(=O)CN2C(=O)NC3(CCCCCCC3)C2=O)CC(C)O1 (configuration not stated)	8.6	10.8	-2.2	-3.7
-31.0	4.9*	3.2	6.8	-4.6	COc1cc(OC)c2c(C)cc(=O)oc2c1	1.6	-11.0	2.5	6.2
0.9	5.0*	-1.6	-0.4	-5.8	COc1ccc(C2CC(c3ccc(Cl)cc3)n3nc(N)nc3N2)cc1 (configuration not stated)	5.7	-13.2	-0.9	1.5
3.4	-1.1	-11.0	-12.1	-7.7	COc1ccc(N2CCN(C(=O)CSc3nnc4c5cc(C)ccc5n(C)c4n3)CC2)cc1	-1.6	26.7	1.5	-2.5
-4.6	-0.7	-5.6	4.8	-4.4	COc1ccc(C(=O)CSc2nnc3ccc(-c4ccccn4)nn23)cc1	2.2	2.0	1.9	2.0
15.1	-1.6	3.6	-0.5	-6.2	O=C(O)c1cc2cc(F)ccc2[nH]1	0.9	6.0	-0.9	2.3
29.2	-1.4	10.0	-0.8	-4.0	O=C(/C=C1\SC(=O)N(CC(=O)Nc2ccc(F)cc2)C1=O)Nc1ccc(Cl)cc1	-0.3	-3.9	-3.7	-0.6
93.7	-3.0	43.7*	-1.4	-8.7	CC(C)(C)c1nnc(N/N=C/c2cc(Br)ccc2O)n(N)c1=O	5.1	4.4	-3.0	2.9
-17.8	-2.7	4.0	-6.6	3.1	Cc1ccc(-n2nc3c(c2NC(=O)C(C)(C)C)CSC3)c(C)c1	2.9	88.3*	-2.0	5.6
-0.3	-3.8	-1.0	-0.6	2.7	O=C(CCCOc1ccc(Cl)cc1Cl)N1CCN(c2ccccn2)CC1	-8.0	-53.0	-5.8	5.8
23.3	-2.9	5.8	2.6	2.1	O=C(N/N=C/c1c[nH]c2ccccc12)c1cc(-c2cccc3ccccc23)n[nH]1	-3.0	-9.0	-1.1	3.0
6.0	-4.1	-2.5	-7.8	-0.7	O=C(OCC(=O)c1c[nH]c2ccccc12)c1ccc(Br)o1	6.3	-1.4	-2.7	-12.7
-5.6	-2.7	7.8	-7.1	0.5	N#Cc1c(N)n(CCc2ccc(F)cc2)c2nc3ccccc3nc12	1.4	9.1	-1.2	4.9
12.9	-1.3	8.6	-9.7	-14.4	CCc1nnc(NC(=O)CCc2c[nH]c3ccccc23)s1	5.1	20.5	-0.8	0.9
25.4	-2.9	-0.4	5.5	-9.8	COc1ccccc1-c1nc(C#N)c(N2CCN(c3cccc(Cl)c3)CC2)o1	3.7	-6.1	-5.5	0.6
18.0	-1.7	-2.8	-2.1	-2.5	Cc1ccc(S(=O)(=O)N2CCC(C(=O)NC3CC(C)(C)NC(C)(C)C3)CC2)cc1C	-1.1	33.5	-1.7	2.6
-11.2	-2.4	-1.6	-1.5	2.7	O=C1CCC/C(=N\NC(=O)c2ccc(COc3ccccc3-c3ccccc3)cc2)C1	-1.4	11.7	-1.8	1.9
7.1	-3.1	1.2	11.4	-11.1	COc1ccc(CCNC(=O)CCC(=O)Nc2ccc3nc(N4CCN(C)CC4)cc(C)c3c2)cc1OC	1.1	-21.9	-1.9	-7.2
-10.7	-1.7	14.2	7.4	-18.7	COc1cccc(-c2nc(NC(C)C)c3ccccc3n2)c1O	-0.8	30.0	0.5	6.4
1.5	0.1	6.5	-6.2	-2.2	CC12CCC(C(=O)N(NC(=O)c3ccc(O)cc3)C1=O)C2(C)C (configuration not stated)	1.9	17.9	-0.4	-2.9
15.8	-2.9	5.3	3.3	-3.9	CCC(CC)C(=O)N1CCN(Cc2nc3ccccc3c(=O)[nH]2)CC1	9.4	10.2	-1.8	-1.1
16.6	-1.9	-9.5	-5.3	-6.6	COc1cc(NC(=O)C2CC2)c(OC)cc1NC(=O)CCC(=O)NC1CCN(Cc2ccccc2)CC1	7.2	24.4	1.7	7.2
2.7	0.5	6.3	-13.5	9.4	CCOCCCNC(=O)C1CCC(CNS(=O)(=O)c2ccc(Cl)cc2)CC1 (configuration not stated)	-5.2	12.2	-0.6	6.4
11.3	-0.5	-0.4	-1.4	-0.4	N#Cc1nccnc1N1CCN(C(=O)Nc2ccccc2)CC1	4.2	23.7	-1.8	5.0
36.0	-3.7	-8.5	6.0	-6.5	CCc1ccc(NC(=O)C(NS(=O)(=O)c2cccc3nsnc23)c2ccccc2)cc1 (configuration not stated)	2.8	2.3	-2.1	-0.6
-21.4	-0.6	-1.1	4.0	-3.3	ClC1(Cl)CC1Cn1cnc2ccccc21 (configuration not stated)	-1.2	40.5	-1.6	-8.1
17.3	-0.1	-13.8	-25.9	-1.5	CCCCOC(=O)c1ccc(NC(=O)C(=O)NCC2CCCO2)cc1 (configuration not stated)	4.9	20.2	1.3	1.1
-7.4	-1.7	-4.2	8.1	-10.3	Cc1n[nH]c(=O)c2c(NC(=O)CSc3nc4ccccc4c(=O)n3CCCO)oc(C)c12	-1.4	-2.4	-0.2	1.8
1.3	-3.6	9.9	0.6	-2.5	Oc1ccccc1CNc1cnc2ccccc2c1	1.6	8.7	0.4	-1.2
5.3	-3.3	-14.2	16.9	-8.0	CS(=O)(=O)c1ccc(C(=O)Nc2ccccc2N2CCOCC2)c(Cl)c1	-6.2	0.4	-0.9	-1.1
10.2	-3.7	-10.1	4.5	-1.0	CC1CCc2nc(/C(C#N)=C/c3ccncc3)sc2C1 (configuration not stated)	-4.0	20.1	-2.1	7.0
3.2	-1.6	6.7	-4.3	2.4	O=C(CN1CCN(c2ccccc2)CC1)Nc1cccc([N+](=O)[O-])c1	5.7	17.2	-0.8	0.4

Screening results (PubChem)
